# aSyn yeast rescue: alpha-synuclein toxicity suppression in yeast | hit rate 0.02% among 94,000 | S. cerevisiae alpha-synuclein toxicity rescue, BacTiter-Glo growth, 24 h | Potency, µM (series often up to 46.1 µM), inactives show top-dose growth rescue (activation), actives largely listed as activators; active = well fitted activation curve with a large enough effect; inconclusive = small, poorly fitted or top-dose-only effect; note: 0% is about no effect
#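 Growth restoration measured by BacTiter-Glo luminescence after 24 hr at 30 deg C; alpha-synuclein yeast, raffinose-pregrown to mid-log, were added at OD600=0.02 in galactose medium onto pinned compounds.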
# * marks the source's active call; other numbers are inactive results; ? = inconclusive; [ ] = dose if it differs, or a comment. Potency is the fitted concentration of half-maximal effect. An excerpt (hit frequency here may not be typical).
# The first 18 entries (preview)
SMILES,aSyn yeast rescue
CCCCCCN1C[C@@H](n2cc(C3CC3)nn2)[C@H](O)C[C@@H]1c1ccc(Cl)cc1,8%
CN(CC(=O)Nc1ccc(F)c(F)c1F)C(=O)CCN1C(=O)C2CC=CCC2C1=O (configuration not stated),-4%
CC(=O)OC1CCC2C3CCc4cc(OP(=O)(N5CC5)N5CC5)ccc4C3CCC12C (configuration not stated),6%
CCOC(=O)c1c(C)oc2nc(C)nc(NCCc3ccc(OCC)cc3)c12,2%
COc1cc2c3c(c1)c(N=NC(N)=S)c(O)n3C(C)(C)C=C2C,-1%
CCc1nnc(SCc2nc(-c3ccccc3F)oc2C)c2cc3sccc3n12,3%
CSc1nsc(SCC(=O)Nc2ccc(NC(C)=O)cc2)n1,-3%
O=C(CSc1ncc2c(n1)-c1ccccc1N(Cc1ccc(Cl)cc1)S2(=O)=O)c1ccc(Cl)cc1,2%
COc1ccc(/C=C/C(=O)N(C)c2ccccc2C(=O)O)cc1,6%
COc1ccc(NC(=O)C(C)n2nc(-c3ccc(C)c(C)c3)ccc2=O)cc1OC (configuration not stated),5%
Cc1ccc(NC(=O)Nc2ccccc2CC[N+](=O)[O-])cc1,-3%
CN(C(=O)c1cnc(N2CCOCC2)c2ccccc12)c1ccccc1F,2%
Cc1nn(-c2ccccc2)c2c1C(c1ccc([N+](=O)[O-])cc1)C(C#N)=C(N)O2 (configuration not stated),-1%
CC(=O)c1cccc(-n2c(=O)c3c4c(sc3n(Cc3cccc(C)c3)c2=O)CN(C(C)=O)CC4)c1,-1%
O=C(Cn1ncc2c(Cl)cccc21)NCc1cccc(F)c1,1%
CC(C)(C)c1ccc(C(=O)C2CCCN(C(=O)C3CCOCC3)C2)cc1 (configuration not stated),-1%
O=C(O)C(=Cc1ccc([N+](=O)[O-])cc1)CCc1ccccc1,11%
CCCCN(CCCC)NC(=O)c1ccccc1,2%

# All compounds of this part (from the top)
SMILES,aSyn yeast rescue
CCCCCCN1C[C@@H](n2cc(C3CC3)nn2)[C@H](O)C[C@@H]1c1ccc(Cl)cc1,8%
CN(CC(=O)Nc1ccc(F)c(F)c1F)C(=O)CCN1C(=O)C2CC=CCC2C1=O (configuration not stated),-4%
CC(=O)OC1CCC2C3CCc4cc(OP(=O)(N5CC5)N5CC5)ccc4C3CCC12C (configuration not stated),6%
CCOC(=O)c1c(C)oc2nc(C)nc(NCCc3ccc(OCC)cc3)c12,2%
COc1cc2c3c(c1)c(N=NC(N)=S)c(O)n3C(C)(C)C=C2C,-1%
CCc1nnc(SCc2nc(-c3ccccc3F)oc2C)c2cc3sccc3n12,3%
CSc1nsc(SCC(=O)Nc2ccc(NC(C)=O)cc2)n1,-3%
O=C(CSc1ncc2c(n1)-c1ccccc1N(Cc1ccc(Cl)cc1)S2(=O)=O)c1ccc(Cl)cc1,2%
COc1ccc(/C=C/C(=O)N(C)c2ccccc2C(=O)O)cc1,6%
COc1ccc(NC(=O)C(C)n2nc(-c3ccc(C)c(C)c3)ccc2=O)cc1OC (configuration not stated),5%
Cc1ccc(NC(=O)Nc2ccccc2CC[N+](=O)[O-])cc1,-3%
CN(C(=O)c1cnc(N2CCOCC2)c2ccccc12)c1ccccc1F,2%
Cc1nn(-c2ccccc2)c2c1C(c1ccc([N+](=O)[O-])cc1)C(C#N)=C(N)O2 (configuration not stated),-1%
CC(=O)c1cccc(-n2c(=O)c3c4c(sc3n(Cc3cccc(C)c3)c2=O)CN(C(C)=O)CC4)c1,-1%
O=C(Cn1ncc2c(Cl)cccc21)NCc1cccc(F)c1,1%
CC(C)(C)c1ccc(C(=O)C2CCCN(C(=O)C3CCOCC3)C2)cc1 (configuration not stated),-1%
O=C(O)C(=Cc1ccc([N+](=O)[O-])cc1)CCc1ccccc1,11%
CCCCN(CCCC)NC(=O)c1ccccc1,2%
Cc1ccsc1/C=C(\C#N)C(=O)NCc1cccnc1,4%
CCC(Sc1ncnc2sc3c(c12)CCCC3)C(=O)OC(C)C (configuration not stated),-4%
CC(=O)Nc1ccc(C(=O)OCC(=O)NC(=O)NCc2ccccc2)cc1,-7%
O=C(Nc1nc2c(F)cc(F)cc2s1)C1CC1,0%
O=C(NCCCN1CCN(c2cccc(Cl)c2)CC1)c1cnn(-c2ccc(F)cc2)c1-n1cccc1,-5%
COCn1cnc(-c2ccccc2)c1-c1ccccc1,2%
COc1ccc(C2CC(=O)N(CC(=O)Nc3ccc(C(C)=O)cc3)c3ccccc3S2)cc1OC (configuration not stated),4%
# The list continues.
SMILES,aSyn yeast rescue
CN1C(=O)c2cccc3c(S(=O)(=O)Nc4cccc(C(=O)O)c4)ccc1c23,-6%
CC(=O)N1CCCc2cc(S(=O)(=O)NCc3cccc(C)c3)ccc21,1%
CCOC(=O)Cc1ccc(NC(=O)N2CCc3c(sc4c3CCCC4)C2c2ccc(F)cc2)cc1 (configuration not stated),7%
Cn1cc(C(=O)N2CCN(c3ccccc3)CC2)c(=O)c2cc(S(=O)(=O)N3CCCC3)ccc21,-7%
Cc1ccc(-n2c3nc(=O)n(C)c(=O)c-3cc3c(Cl)cccc32)c(C)c1,4%
O=C(COC(=O)CNC(=O)c1cccs1)Nc1ccc(C(F)(F)F)cc1[N+](=O)[O-],0%
CCS(=O)(=O)N1CCN(c2cnn(-c3ccccc3)c(=O)c2Cl)CC1,-3%
CCC(C(=O)Nc1cc(F)ccc1F)n1nc(C)c2c(C)n(-c3ccc(C)cc3)nc2c1=O (configuration not stated),3%
COc1ccc(-n2c(COc3ccc(Cl)cc3Cl)n[nH]c2=S)cc1,5%
COc1ccc(NC(=S)N2CCCC2)cc1OC,-15%
Cc1ccc(Cc2ccc(C(=O)NNC(N)=S)o2)cc1,2%
NS(=O)(=O)c1ccc(NC(=S)NCc2ccco2)cc1,-8%
COc1cc(C(=O)Nc2ccc(OCc3cc(=O)n4ccc(C)cc4n3)cc2)cc(OC)c1OC,-3%
O=C(Nc1ccccc1OCc1cc(=O)n2ccccc2n1)Nc1ccccc1C(F)(F)F,-7%
COCCCNC(=O)c1cc(-c2ccc(OC)cc2)nc2n[nH]c(-c3ccc(Cl)cc3)c12,2%
CCn1c(C)c(C)c2cc(C(=O)NCc3ccc(N(C)C)cc3)ccc21,25%
N#CCOc1ccccc1/C=C/c1nc2ccccc2c(=O)[nH]1,-9%
Cc1ccc(-n2nc(C)c3c(C(=O)NCc4ccc(F)cc4)cc(C)nc32)cc1,-5%
O=C(CC(c1ccccc1)c1cc(Cl)ccc1O)N1CCCC1 (configuration not stated),12%
Cc1nn(-c2ccccc2)c2c1N(CCCC(=O)NCc1ccc(Cl)cc1)C(=O)CS2,-2%
CCc1ccccc1N(C)C(=O)c1cc2c(Cl)nc3ccc(C)cc3c2s1,6%
CC(C)CC(=O)Nc1nnc(S(=O)(=O)N2CCc3ccccc32)s1,6%
O=C(NNC(=O)C1CCC1)c1ccccc1F,1%
O=C(Nc1cccc2c1[nH]c(=O)c1ccccc12)C(F)(F)F,1%
COc1ccc(CCNS(=O)(=O)c2cn(C)c(=O)n(C)c2=O)cc1OC,-2%
# Carrying on.
SMILES,aSyn yeast rescue
Cc1ccccc1CNC(=O)CN(c1cccc(C)c1C)S(C)(=O)=O,0%
Cc1cc(C)n(-c2nc3cc(Cl)ccc3nc2N2CCN(c3ccccc3F)CC2)n1,-9%
COc1ccc(CCNS(=O)(=O)c2cc3c(cc2C)NC(=O)CO3)cc1OC,-1%
COc1ccc(OCCC(=O)OCC(=O)NCc2ccccc2OC)cc1,7%
COc1ccc(OC)c(C(=O)CC2(O)C(=O)N(Cc3ccccc3C)c3ccccc32)c1 (configuration not stated),?
CCC(C(=O)Nc1ccc(OC)c(Cl)c1)c1ccccc1 (configuration not stated),-33%[inhibitor]
C=CCn1c(C)cc(C2=NNC(=NCc3ccccc3)SC2)c1C,1%
Cc1ccc(C(C)C)c(OCC(=O)Nc2cc(-c3nc4ccccc4[nH]3)ccc2C)c1,-45%[inhibitor]
CCOc1ccccc1NC(=O)Cn1c(=O)oc2ccccc21,1%
CN(C)C(CNC(=O)c1ccc(C2SCCS2)cc1)c1ccccc1 (configuration not stated),5%
CCOC(=O)c1cc(OCC)c2c(ccc3ccccc32)n1,-2%
COc1ccc(NC(=O)C(CC(=O)O)C(C)c2ccccc2)cc1 (configuration not stated),-2%
Cc1cccc(-n2ncc(C(=O)NCc3ccco3)c2C2CCN(C(=O)OC(C)(C)C)CC2)c1,-2%
CCCN1C(=O)C(Cc2nc3ccccc3c(=O)n2-c2cccc(C)c2)c2ccccc21 (configuration not stated),16%
CCOc1ccc(CCNC(=O)c2cnc3sc(N4CCCC4)nn3c2=O)cc1,5%
Cc1cccc(N2CCN(C(=O)C3CCN(S(=O)(=O)c4c(C)noc4/C=C/c4ccccc4F)CC3)CC2C)c1 (configuration not stated),22%
C[C@@H]1CCCCO[C@H](CN(C)Cc2ccccc2)[C@@H](C)CN([C@H](C)CO)C(=O)c2cc(NS(=O)(=O)c3ccc(Cl)cc3)ccc2O1,8%
Cc1ccc(SC(C)C(=O)NCCC2=CCCCC2)cc1 (configuration not stated),2%
O=C(NCC1CCCO1)c1nn2c(C(F)(F)F)cc(-c3cc(Br)cs3)nc2c1Br (configuration not stated),-40%[inhibitor]
COc1ccc(CNC(=O)CCc2c(C)nn(-c3ccc(N4CCCCC4)nn3)c2C)c(OC)c1,0%
C/C(=N\Nc1nccnc1Cl)c1ccc(F)cc1,-8%
CCOc1ccc(NC(=O)c2cc(S(=O)(=O)N3CCc4ccccc43)ccc2F)cc1,-4%
Cc1nn2c(C)c(C(=O)NCC(C)c3ccccc3)cnc2c1-c1ccccc1 (configuration not stated),10%
COc1ccc2c(CNC3CCC(C)CC3)c(C(=O)O)n(Cc3ccccc3)c2c1 (configuration not stated),2%
CCn1ccc2cc(S(=O)(=O)N3CCC(C(=O)NCCOC)CC3)ccc21,7%
# The list goes on:
SMILES,aSyn yeast rescue
CCOC(=O)Cc1csc(NC(=O)/C=C/c2ccc(Br)o2)n1,-12%
CCOc1cc(C(=O)NCCCNC(=O)c2cc(OCC)c(OCC)c(OCC)c2)cc(OCC)c1OCC,-4%
CC(=O)Nc1ccc(NS(=O)(=O)c2c(C(=O)N3CCCCCC3)c(C)n(C)c2C)cc1,0%
CC[C@H](C)NC(=O)CCCc1nnc2n(CCC(C)C)c(=O)c3sccc3n12,-3%
CCN(CC(=O)Nc1ccccc1C(F)(F)F)C(=O)CCS(=O)(=O)c1ccc(Cl)cc1,2%
COc1ccc(-c2nc3ccc(C(=O)NCc4ccc(C)cc4)cc3nc2-c2ccc(OC)cc2)cc1,-5%
CC1CCN(S(=O)(=O)c2ccc3c(ccn3CC(=O)NCc3ccc(N(C)C)cc3)c2)CC1,-9%
COc1ccccc1/C=C/C=N/N1CCN(Cc2ccccc2)CC1,-6%
O=C(NCc1cn2ccccc2n1)c1ccco1,0%
CCOc1ccc(CCNC(=O)CCc2cn(Cc3ccccc3F)c3ccccc23)cc1OCC,-8%
Cc1ccc2c(c1)C(=C(C#N)C#N)C(=O)N2CCN1CCOCC1,2%
Cc1c(NC(=O)c2ccc(OC(C)C)cc2)cccc1-c1nc2ncccc2o1,1%
CCOC(=O)C(C)Sc1nc(-c2ccccc2)ccc1C#N (configuration not stated),18%
O=C(Nc1nnc2n1CCS2)c1cc(C(F)(F)F)cc(C(F)(F)F)c1,11%
COc1ccccc1N1CCN(C(=O)c2sc3nc(-c4ccc(F)cc4)cn3c2C)CC1,-8%
O=C(NCCC1=CCCCC1)c1ccc2c(c1)N(Cc1ccccc1F)C(=O)c1ccccc1S2=O (configuration not stated),-3%
O=C(Nn1c(SCc2ccc([N+](=O)[O-])cc2)nc2ccccc2c1=O)c1ccc(F)cc1,4%
CCc1cccc(NC(=O)C2CCN(C(=O)c3cnn(-c4ccccc4)c3-n3cccc3)CC2)c1,7%
O=C(NNC(=O)c1ccccc1O)c1cc2ccccc2o1,-1%
Cc1ccc(-n2nc(C(=O)N3CCCCC3C)c(=O)n(C)c2=O)cc1 (configuration not stated),1%
O=C(Oc1ccc(NC(=O)c2cc3c(cc2Br)OCO3)cc1)c1ccccc1,-1%
CCOC(=O)c1c(NC(=O)CSC2=NN3CCCC(=O)N=C3S2)sc2c1CCCCC2,-14%
CC(=O)c1cccc(Nc2ccc3cc(S(=O)(=O)N4CCC(C)CC4)ccc3n2)c1,-9%
O=C(O)Cc1ccc(Oc2ncc(C(F)(F)F)cc2Cl)cc1,16%
Cc1ccc(NC(=O)N2CCN(c3cc(-c4noc(C)n4)ccc3C)CC2)c(F)c1,7%
# The list goes on.
SMILES,aSyn yeast rescue
COc1ccc(C2C(=O)N(C3CCCCCC3)CC(=O)N2Cc2ccc(C)cc2)cc1OC (configuration not stated),14%
O=C(Cc1csc2ccccc12)NCc1ccc(F)cc1,?
O=C(Nc1ccc(OCC(=O)N2CCOCC2)cc1)c1cc(F)c(F)cc1Cl,0%
CCOC(=O)c1cc(-c2ccc(OC)cc2)nn1Cc1ccccc1,1%
COc1ccc(NS(=O)(=O)c2ccc(C(=O)N(C)Cc3cccs3)cc2)cc1,7%
CSc1nnc(C)c(=O)n1COC(=O)c1ccccc1,7%
CC(=O)NC(CC(=O)NNC(=O)c1cccs1)c1ccccc1 (configuration not stated),-43%[inhibitor]
COc1ccc2ccccc2c1C1CC(=O)N2CN(Cc3ccco3)CSC2=C1C#N (configuration not stated),6%
CC(=O)Nc1ccc(S(=O)(=O)NCc2ccc3c(c2)cc(C)n3C)cc1,-2%
COc1ccc(OC)c(NC(=O)c2c(N3CCCC3=O)c3cc(OC)ccc3n2C)c1,-21%
CC1CCCN(Cc2nc3c(c(=O)n(C)c(=O)n3C)n2CC(=O)c2ccccc2)C1 (configuration not stated),11%

# Compound activity deposited in PubChem BioAssay by National Center for Advancing Translational Sciences (NCATS).
